HSF-1 act = increases HSF-1 driven luciferase reporter signal; hit rate 1.7% among 300,000; NIH3T3-HGL HSF-1 luciferase reporter, MG132, 8 h; 100% = twice DMSO control signal; activation, % at 9 µM; AID 504408;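 active means mean replicate activation of at least 50% with a set share of replicates each reaching 50%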;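 further: 0% = median of the neutral control wells and 100% = twice that signal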
GSK3beta inhib = inhibitors of human GSK3beta kinase; P49841; GST-GSK3beta kinase, ADP-Glo luminescence, 60 min; hits give low values; activity score (negative = inhibition), % at 10 µM; hit rate 0.038% among 300,000; AID 2097;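 active means more than half of replicate wells score below -50%, meaning over 50% inhibition versus plate controls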;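 further: 0% = median DMSO wells and -100% = median GW8510 positive control wells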
Target sequence (P49841 whole entry, looked up): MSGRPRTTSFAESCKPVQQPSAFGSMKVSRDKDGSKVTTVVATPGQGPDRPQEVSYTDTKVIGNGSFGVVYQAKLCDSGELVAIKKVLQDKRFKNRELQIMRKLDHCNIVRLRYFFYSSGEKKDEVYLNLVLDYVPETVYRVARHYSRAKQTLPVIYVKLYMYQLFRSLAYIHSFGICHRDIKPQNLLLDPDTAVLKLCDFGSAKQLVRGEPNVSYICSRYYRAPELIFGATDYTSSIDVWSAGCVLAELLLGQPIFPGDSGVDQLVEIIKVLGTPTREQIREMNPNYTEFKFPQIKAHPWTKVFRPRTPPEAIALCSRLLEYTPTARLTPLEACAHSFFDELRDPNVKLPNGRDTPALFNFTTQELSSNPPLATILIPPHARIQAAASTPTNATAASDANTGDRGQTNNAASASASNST
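Test system – GST-tagged human GSK3beta kinase, cell-free · Incubation – 60 min enzyme reaction, room temperature · Signal – ADP-Glo luminescence · Also added – peptide substrate and ATP at 25 µM · Controls – DMSO neutral wells and GW8510 at 20 µM as positive · Buffer or medium – Tris/MgCl2 kinase buffer · Measure – Luminescence-derived activity versus plate DMSO and GW8510 wells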
PolyA inhibitor = blocks polyadenylation in yeast reporter cells. AID 1875. calls only at 12 µM. hit rate 0.02% among 300,000. S. cerevisiae SKY197-pL101 polyadenylation reporter, beta-gal luminescence; efflux-impaired pdr1/pdr3 knockout yeast; score 100 = 6 SD above DMSO;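 active means lowest replicate activity score at least 50, where 100 means six control SD above control mean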;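 further: yeast exposed to compound for 9 h at 30 °C; higher score means more reporter readthrough which indicates perturbed polyadenylation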
HSP90 inh = inhibitors of HSP90 luciferase refolding in rabbit reticulocyte lysate; inhibition, % at 5.6 µM; AID 1789; hit rate 0.91% among 290,000; luciferase refolding luminescence, 3 h;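 active means inhibition above the screen-wide mean plus 3 SD, computed separately per campaign, cut at about 16% in these data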;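 further: 0% = DMSO wells and 100% = 60 µM geldanamycin wells; inhibitors lower the luminescence because luciferase stays unfolded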
AI-2 QS modul = modulators of Vibrio harveyi AI-2 quorum sensing system | Vibrio harveyi JMH597 AI-2 luminescence/OD600 ratio, 9 h; hits give low values; strain lacks LuxN and CqsS sensors; 0 = neutral-control median | activity change, % at 7.5 µM | hit rate 0.4% among 300,000; in the data active means activity change below about -75%, passing the limit was not always enough;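 further: luminescence divided by OD600 gain over 9 h not by final OD600 alone; inactives centre near 13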
GSK3 alpha inh = human GSK-3 alpha kinase inhibition | inhibition, % at 10 µM | P49840 | AID 2650 | hit rate 0.1% among 320,000 | ADP-Glo luminescence, 60 min;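 in the data active means inhibition above about 50%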;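 further: GST-tagged GSK-3 alpha with peptide substrate and 25 µM ATP; 0% = DMSO neutral wells and 100% = GW8510 positive control wells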
Target sequence (P49840 whole entry, looked up): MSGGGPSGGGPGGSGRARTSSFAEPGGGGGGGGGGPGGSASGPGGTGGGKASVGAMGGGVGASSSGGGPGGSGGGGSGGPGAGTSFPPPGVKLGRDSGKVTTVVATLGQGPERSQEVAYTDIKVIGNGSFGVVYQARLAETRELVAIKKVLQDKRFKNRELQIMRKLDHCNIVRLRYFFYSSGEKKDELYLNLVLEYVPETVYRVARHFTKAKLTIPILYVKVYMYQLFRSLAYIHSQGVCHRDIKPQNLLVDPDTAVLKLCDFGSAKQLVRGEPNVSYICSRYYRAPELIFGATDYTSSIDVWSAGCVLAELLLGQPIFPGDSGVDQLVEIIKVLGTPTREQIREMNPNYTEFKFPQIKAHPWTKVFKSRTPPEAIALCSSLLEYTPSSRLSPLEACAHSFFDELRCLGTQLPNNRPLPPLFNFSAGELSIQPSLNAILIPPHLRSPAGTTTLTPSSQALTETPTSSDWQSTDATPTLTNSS
IEC-6 cytotox = kills IEC-6 intestinal cells in KLF5 counter-screen; IEC-6 cytotoxicity, luminescence viability; inhibition, % at 5 µM; hit rate 0.78% among 290,000; in the data active means inhibition above about 22%;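 further: 0% = plate median of test compound wells and 100% = cytotoxic reference compound wells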
aSyn UTR inh = MLPCN primary screen, SNCA 5' untranslated region | alpha-synuclein 5'UTR reporter, inhibitor activity | inhibition, % (tested at 7.5 µM) | hit rate 0.82% among 300,000 | AID 1813; in the data active means inhibition above about 60%;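 further: H4 neuroglioblastoma cells stably carrying SNCA 5'UTR luciferase fusion; 0% = DMSO wells and 100% = positive control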
KLF5 inhibitor = suppresses KLF5 promoter-driven expression. DLD-1 KLF5 promoter-luciferase reporter, luminescence. inhibition, % at 5 µM. hit rate 0.23% among 290,000. AID 1700;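 active means inhibition above a per-plate limit of that plate's mean compound inhibition plus 3 SD, cut at about 60% in these data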;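 further: 0% = DMSO wells and 100% = LY294002 at 200 µM; higher means less KLF5 promoter-driven luciferase light; inactives centre near -14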
HSF1 inhib = HSF1 inhibition; hit rate 0.77% among 300,000; activity change, negative = inhibition, % at 7.5 µM (by protocol); NIH3T3-HGL HSE-luciferase, MG132-induced, luminescence 8 h; hits give low values; AID 2098;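 active means more than half of replicate wells show activity change below -50%, luminescence cut by over half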;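 further: luciferase reports HSF-1 transcriptional activity via heat shock element; 0% = median of DMSO wells and -100% = zero luminescence signal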
Starred values were filed as active, the others as inactive; i = inactive; nt = no result given. A portion of the library; the hit share may differ from the screen's.

Value order – HSF-1 act	GSK3beta inhib	PolyA inhibitor	HSP90 inh	AI-2 QS modul	GSK3 alpha inh	IEC-6 cytotox	aSyn UTR inh	KLF5 inhibitor	HSF1 inhib
- COc1cc2cc(CN(Cc3cccnc3)C(=O)NCc3ccccc3)c(=O)[nH]c2cc1OC
→ -5	2	i	2	5	-1	-1	3	12	-7
- CCC(=O)NCc1csc(-c2cccs2)n1
→ nt	0	i	0	3	0	-1	nt	-43	nt
- O=C(c1ccco1)N1CCN(CC(O)COc2ccc(Br)cc2)CC1 (stereo unspecified)
→ 7	1	i	-3	30	-5	-1	11	-1	-6
- OC(C#CCN1CCCC1)(c1ccccc1)c1cccnc1 (stereo unspecified)
→ 15	-2	i	11	17	-2	-2	9	7	2
- O=C(/C=C/c1ccc(Cl)c(Cl)c1)NCCCn1ccnc1
→ 27	-6	i	-1	9	1	4	-4	-17	6
- CC(C)COC(=O)Nc1nnc(SCc2ccccc2F)s1
→ 4	2	i	2	15	0	-3	1	2	-6
- CO[C@H]1C=CO[C@@]2(C)Oc3c(C)c(O)c4c(O)c(c(C=NN5CCN(C6CCCC6)CC5)c(O)c4c3C2=O)NC(=O)C(C)=CC=C[C@H](C)[C@H](O)[C@@H](C)[C@@H](O)[C@@H](C)[C@H](OC(C)=O)[C@@H]1C
→ -2	5	i	4	-185*	nt	1	3	4	1
- Cc1cc2c(cc1C)C(c1ccsc1)CC(=O)N2 (stereo unspecified)
→ 8	-3	i	1	-14	3	7	27	-27	1
- Cc1ccc(NC(=O)COC(=O)c2ccc3c(c2)OCO3)cc1S(=O)(=O)N1CCCCC1
→ 56*	1	i	3	15	6	6	8	-5	18
- CN(CC(=O)Nc1ccccc1C(F)(F)F)C(=O)c1cc(Cl)nc2ccccc12
→ -1	0	i	nt	25	-1	nt	14	nt	-6
- COc1cc(OC)cc(C(=O)N(Cc2nc(-c3cccc(C)c3)no2)C(C)C)c1
→ 15	-1	i	2	21	nt	-4	8	-60	8
- CCC(C)[C@H](NC(=O)N1CCn2c1nc1ccccc12)C(=O)NCC1CCCO1 (stereo partly specified)
→ 4	-2	i	0	-22	-7	2	21	-11	-13
- CC(C)(C)OC(=O)NCc1ccc(NC(=O)c2nc[nH]c2C(=O)N[C@@H](Cc2ccccc2)C(=O)OC(C)(C)C)cc1
→ -23	1	i	nt	3	0	nt	0	nt	-10
- CC(=O)Nc1nc(=S)n(-c2ccccc2)[nH]1
→ -10	1	i	0	20	nt	-2	19	-22	-8
- CCc1nc2sc3ccccc3c(=O)c2c(=O)n1Cc1ccco1
→ 22	6	i	4	13	-2	-4	-13	-9	4
- CC(C)Cn1c(N)c(-c2nc(C(C)C)c(C(=O)c3ccccc3F)s2)c(=O)n(C)c1=O
→ 5	2	i	-2	8	-4	1	26	-20	-2
- Cc1nc(NC(N)=S)sc1C(=O)Nc1ccccc1
→ -5	-2	i	19*	16	3	-1	-15	-23	-4
- COc1ccc(NC(=O)C(NC(C)=O)C(=O)NCc2ccccc2OC)cc1 (stereo unspecified)
→ 0	-4	i	0	7	-2	-8	-7	-33	8
- O=S(=O)(c1ccc(Br)cc1)N1CCCC1
→ -3	1	i	-1	26	-2	-4	2	2	-3
- COc1ccccc1NC(=O)C(=O)N/N=C/c1cccs1
→ 24	-20	i	0	24	4	9	-147	-40	1
- N#C/C(=C(\O)Cc1ccccc1)c1nc2ccccc2[nH]1
→ 14	1	i	-6	15	2	8	-22	3	-8
- CC(C)C1Cc2c(C#N)c(N)sc(=S)c2CO1 (stereo unspecified)
→ 9	-2	i	3	-7	3	0	33	-29	-3
- CCc1ccc2oc(-c3cc(N)ccc3Cl)nc2c1
→ -51	1	i	2	-1	-1	12	-63	2	-45
- C=CCSc1n[nH]c(-c2ccc(OCCCC)cc2)n1
→ 66*	1	i	-2	38	-1	1	-89	-75	35
- COC(=O)c1sccc1NC(=S)N1CCN(C)CC1
→ -6	-4	i	2	14	13	1	-12	-14	-11
- COC(=O)c1ccc(C2CC(=O)Nc3cc(OC)c(OC)c(OC)c32)cc1 (stereo unspecified)
→ 8	1	i	-1	2	-4	0	15	8	8
- Cc1noc(C)c1COc1cccc(C(=O)OCC(=O)NC(=O)c2ccc(OC(F)F)cc2)c1
→ 7	-3	i	-1	27	-2	5	6	4	3
- CN(C)/C=N/c1ncc(C(=O)c2ccc(Cl)cc2)s1
→ 31	2	i	0	30	5	-3	-72	6	4
- COC(=O)c1cn[nH]c1N
→ nt	nt	nt	1	nt	0	-3	nt	-15	nt
- CC1=NN(Cc2c(C)nn(Cc3ccccc3)c2C)C(C)(C)C1
→ -3	-1	i	1	6	-1	-1	-15	1	-4

More structures.
Value order – HSF-1 act	GSK3beta inhib	PolyA inhibitor	HSP90 inh	AI-2 QS modul	GSK3 alpha inh	IEC-6 cytotox	aSyn UTR inh	KLF5 inhibitor	HSF1 inhib
- COc1cc(C)c(/C=C(\C#N)C(=O)Nc2cccc(C)c2)cc1C(C)C
→ 18	0	i	-2	23	3	-5	-3	-1	3
- O=S(=O)(N1CCCCC1)N1CCCN(S(=O)(=O)N2CCCCC2)CC1
→ 0	2	i	10	13	-4	0	0	-27	-6
- CCN(CC(=O)Nc1c(F)cccc1F)C(=O)CSc1ccc(F)cc1
→ 2	-4	i	nt	33	0	nt	-5	nt	-1
- CCC(=O)Nc1cccc(NC(=O)CN2CCN(c3ccccc3OC)CC2)c1
→ 9	1	i	-2	10	-2	-5	-2	4	-1
- Cc1ccc2nc(NC(=O)C(NS(=O)(=O)c3cccc4nsnc34)C(C)C)sc2c1 (stereo unspecified)
→ -1	0	i	2	9	-1	-4	5	4	-1
- COC(=O)c1cc2c(ccn2-c2ccc(F)cc2)n1Cc1ccc(OC(C)=O)cc1
→ 20	2	i	-2	24	0	0	8	-33	14
- Cc1ccc(NC(=O)c2cc(-c3cccs3)on2)cc1
→ 36	1	i	13	5	nt	1	7	-78	23
- CCOc1cc(/C=N/NC(N)=O)ccc1OC(=O)c1ccc(C)cc1
→ -17	1	i	2	15	0	4	-2	9	4
- Cc1cc(NS(=O)(=O)c2ccc(NC(=O)/C=C/c3ccccc3Cl)cc2)no1
→ -1	0	i	-2	-50	-2	-4	8	-6	-4
- COc1cccc(-c2nc(CS(=O)(=O)CC(=O)NCCN3CCOCC3)c(C)o2)c1
→ 0	20	i	-4	3	-1	4	2	4	0
- COc1ccc(CN(C)C(C)C(=O)Nc2ccc(S(=O)(=O)N3CCCC3)cc2)c(OC)c1OC (stereo unspecified)
→ 18	-3	i	5	22	-1	-1	-1	-27	-3
- CCOc1ccc(-c2csc3ncn(-c4ccc(OC)cc4)c(=O)c23)cc1
→ 8	-2	i	4	-6	-1	1	33	5	-11
- CSc1ccc(CN(C)C(=O)CSCC(=O)Nc2ccc(C)cc2)cc1
→ -5	0	i	nt	16	-4	nt	-6	nt	5
- CCOC(=O)C(Cc1ccc(O)cc1)NC(=O)CCc1c[nH]c2ccccc12 (stereo unspecified)
→ -2	0	i	-2	12	-2	-4	-6	-5	-1
- Cc1cccc(N2CCN(C(=O)CCS(=O)(=O)c3ccc4c(c3)NC(=O)CO4)CC2)c1C
→ -11	8	i	1	10	3	8	22	-9	3
- O=C(CCCN1C(=O)/C(=C\c2cccs2)SC1=S)Nc1ccc(O)cc1
→ 7	-4	i	-5	15	0	4	-44	-11	-1
- COc1ccc(N(C)C(=O)Nc2ccc3nsnc3c2)cc1
→ 47	0	i	21*	19	nt	3	-15	-15	6
- CSCCC(NC(=O)/C(=C/c1ccc(F)cc1)NC(C)=O)C(=O)O (stereo unspecified)
→ -4	-2	i	-1	24	0	-2	-6	-2	-3
- COc1ccc(C2C(C(=O)c3ccco3)=C(O)C(=O)N2CCN2CCOCC2)c(OC)c1 (stereo unspecified)
→ -1	0	i	4	1	-2	-3	9	9	4
- O=C(NCC1CCCCC1)c1cc(Br)ccc1Cl
→ 16	1	i	-1	7	-1	-8	-7	-19	7
- O=C(CSc1nnnn1Cc1ccccc1)c1ccccc1
→ 22	3	i	-2	19	-1	2	-67	-39	7
- O=C(C1CCN(S(=O)(=O)c2cccc3cccnc23)CC1)N1CCn2c1nc1ccccc12
→ 6	2	i	-1	22	-1	-2	25	-46	2
- CC(NCc1ccc(S(N)(=O)=O)cc1)C(=O)N1CCc2ccccc21 (stereo unspecified)
→ -23	5	i	-4	9	-2	-2	-1	-21	-5
- NC(=O)CSc1nnc(-c2ccccn2)n1N
→ -6	-3	i	-4	19	10	2	5	13	14
- COc1cc(/C=N/N(c2ccccc2)c2ccccc2)ccc1O
→ 11	3	i	-1	36	-2	0	-5	-33	8
- CC(C)Nc1nc(NC(C)C)nc(Oc2ccc(/C=N/O)cc2)n1
→ -7	0	i	2	6	-1	9	36	-7	-7
- Cc1cccc(OC(C)C(=O)Nc2ccc(S(=O)(=O)N3CCCC3)cc2)c1 (stereo unspecified)
→ -10	-1	i	-4	-70	-4	3	-1	-6	1
- CCOC(=O)c1sc2cc([N+](=O)[O-])cc(SCC(C)C)c2c1N
→ 3	2	i	1	6	0	-2	12	-47	0
- CCOC(=O)c1c(NC(=O)c2cccs2)sc2c1CCCC2
→ 9	3	i	7	20	-3	-1	-3	-9	-5
- O=C(c1ccccc1)c1ncc[nH]1
→ 34	2	i	0	17	-4	2	-27	-35	9
- Cc1csc(=N)n1-c1ccc(Cl)cc1
→ 23	-1	i	-4	10	0	-3	-144	-65	17

High-throughput results deposited in PubChem BioAssay by several laboratories.
